Screens from PubChem.
MT1-MMP act inh = inhibitors of human MT1-MMP activation | P50281 | HT1080 RFP-PRO-GFP cells, GFP/RFP ratio fluorescence, overnight; percent of plate control window, DMSO zero | GFP/RFP ratio change, % at 20 µM | 360,000 tested, 0.061% active | AID 651647;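 active = GFP/RFP ratio change of at least 30% with cell ATP level not reduced by more than half and red fluorescence within 50% of control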; note: strong numbers were not always called active
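system = RFP-PRO-GFP reporter HT1080 cells | dosing = 20 µM single dose, 1% DMSO | timing = overnight cell settling, then overnight compound exposure, 37 °C, 5% CO2 | read-out basis = GFP/RFP fluorescence ratio | controls = DMSO and RFP-L50D-GFP cell wells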
SKN-1 inh = inhibitors of C. elegans SKN-1; C. elegans VP596 Pgst-4::GFP/RFP ratio, acrylamide-induced, 24 h; inhibition, % at 21.8 µM; 360,000 tested, 0.49% active; AID 624304;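 active = interference check ratio from 0.5 to 1.5 plus GFP to RFP signal ratio inhibition reaching or exceeding a fixed threshold, cut at about 30% in these data, passing the limit was not always enough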; note: some compounds called inactive have numbers as strong as hits
MsrA act = activates bovine MsrA enzyme; activation, % at 10.6 µM; purified bovine MsrA, absorbance read-out; AID 602163; 360,000 tested, 0.3% active; in the data active = activation above about 7.5%;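 note: 0% = vehicle and 100% = reference activator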
Neddyl block = cullin neddylation inhibition | calls only at 25 µM | 360,000 tested, 0.58% active | TR-FRET cullin neddylation, biochemical | AID 651699; in the data active = inhibition above about 36%
Rin1-Abl PPI inh = human Rin1-Abl interaction inhibition. P00519+Q13671. TR-FRET Rin1/Abl binding, biochemical. inhibition, % at 7.35 µM. 360,000 tested, 0.4% active; in the data active = inhibition above about 5%, passing the limit was not always enough
Target sequence (P00519 whole entry, looked up): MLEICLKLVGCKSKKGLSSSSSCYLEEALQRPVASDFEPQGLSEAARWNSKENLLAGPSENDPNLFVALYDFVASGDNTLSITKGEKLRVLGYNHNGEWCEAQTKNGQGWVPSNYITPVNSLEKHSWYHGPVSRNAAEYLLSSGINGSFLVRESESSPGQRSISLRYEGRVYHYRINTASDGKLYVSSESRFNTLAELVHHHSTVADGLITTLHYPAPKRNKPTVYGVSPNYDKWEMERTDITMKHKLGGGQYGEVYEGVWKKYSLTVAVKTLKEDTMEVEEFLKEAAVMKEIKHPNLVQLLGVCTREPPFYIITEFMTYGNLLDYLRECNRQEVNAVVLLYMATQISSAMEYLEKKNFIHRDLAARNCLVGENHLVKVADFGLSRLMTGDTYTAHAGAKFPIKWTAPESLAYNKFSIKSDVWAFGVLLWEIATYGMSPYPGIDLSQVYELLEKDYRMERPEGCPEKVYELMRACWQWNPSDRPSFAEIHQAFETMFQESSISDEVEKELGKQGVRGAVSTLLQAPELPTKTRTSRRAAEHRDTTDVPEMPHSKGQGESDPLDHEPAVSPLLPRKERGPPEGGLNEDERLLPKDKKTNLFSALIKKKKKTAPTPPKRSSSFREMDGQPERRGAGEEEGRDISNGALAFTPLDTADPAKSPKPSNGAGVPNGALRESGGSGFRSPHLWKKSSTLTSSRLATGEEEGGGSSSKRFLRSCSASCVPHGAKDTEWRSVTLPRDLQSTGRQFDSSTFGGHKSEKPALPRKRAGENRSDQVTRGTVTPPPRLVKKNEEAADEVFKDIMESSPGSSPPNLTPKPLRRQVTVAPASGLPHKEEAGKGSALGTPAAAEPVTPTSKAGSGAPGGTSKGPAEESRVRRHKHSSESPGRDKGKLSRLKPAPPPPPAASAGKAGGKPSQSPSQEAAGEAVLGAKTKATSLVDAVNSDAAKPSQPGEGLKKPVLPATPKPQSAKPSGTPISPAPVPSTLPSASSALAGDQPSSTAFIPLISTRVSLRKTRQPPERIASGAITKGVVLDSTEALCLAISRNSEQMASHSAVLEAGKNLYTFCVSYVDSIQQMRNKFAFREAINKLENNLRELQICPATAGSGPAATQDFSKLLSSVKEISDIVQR
Target sequence (Q13671 whole entry, looked up): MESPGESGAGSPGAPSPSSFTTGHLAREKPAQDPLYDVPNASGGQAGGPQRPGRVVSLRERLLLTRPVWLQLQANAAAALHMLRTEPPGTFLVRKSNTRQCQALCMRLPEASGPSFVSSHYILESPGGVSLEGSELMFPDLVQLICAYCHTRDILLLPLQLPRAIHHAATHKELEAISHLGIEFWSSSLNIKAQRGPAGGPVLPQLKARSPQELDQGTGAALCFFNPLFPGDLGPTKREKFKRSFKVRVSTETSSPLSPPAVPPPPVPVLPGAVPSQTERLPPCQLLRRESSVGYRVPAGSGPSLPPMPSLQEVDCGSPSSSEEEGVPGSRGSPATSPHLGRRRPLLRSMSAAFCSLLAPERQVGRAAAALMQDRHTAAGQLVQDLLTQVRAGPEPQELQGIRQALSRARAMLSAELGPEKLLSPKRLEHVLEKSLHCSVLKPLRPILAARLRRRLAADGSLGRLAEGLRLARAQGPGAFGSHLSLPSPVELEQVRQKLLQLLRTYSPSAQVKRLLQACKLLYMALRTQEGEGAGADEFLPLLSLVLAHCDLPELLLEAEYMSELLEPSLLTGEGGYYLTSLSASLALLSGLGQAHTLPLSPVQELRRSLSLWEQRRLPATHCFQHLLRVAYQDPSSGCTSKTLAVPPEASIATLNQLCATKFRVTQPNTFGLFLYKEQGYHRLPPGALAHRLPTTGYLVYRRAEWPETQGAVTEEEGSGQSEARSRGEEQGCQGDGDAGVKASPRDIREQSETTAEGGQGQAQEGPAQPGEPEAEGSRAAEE
MsrA inh = inhibitors of bovine MsrA; purified bovine MsrA, absorbance read-out; inhibition, % at 15.5 µM; 360,000 tested, 0.75% active; in the data active = inhibition above about 4.5%;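 note: 0% = vehicle wells with enzyme and 100% = reference inhibitor wells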
eLon inh = inhibits E. coli Lon protease; P0A9M0; purified E. coli Lon protease, fluorescence polarization; inhibition, % at 7.94 µM; 360,000 tested, 0.42% active; AID 602123; in the data active = inhibition above about 13%, passing the limit was not always enough;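 note: 0% = enzyme with probe and DMSO and 100% = no enzyme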
FAS-TE inh = blocks the thioesterase domain of human fatty acid synthase; recombinant FAS-TE, OMFH fluorogenic substrate, fluorescence endpoint; inhibition, % at 15 µM; 360,000 tested, 0.67% active;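 active = compounds whose normalised, plate-corrected inhibition of enzyme fluorescence in the single-dose primary screen is 50% or more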;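 note: 0% = DMSO with enzyme and 100% = substrate without enzyme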
CendR NRP1 mod = modulators of CendR peptide binding to human neuropilin-1; AID 602438; 360,000 tested, 0.85% active; inhibition, % at 25 µM; O14786; FAM-RPARPAR peptide binding to NRP-1, fluorescence polarization;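 active = inhibition or corrected inhibition above about 18%, plus a signal ratio from 0.5 to 1.5, limit read from the data, passing the limit was not always enough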; note: strong numbers were not always called active
* marks the source's active call; other numbers are inactive results; i = inactive; x = no result given.

SMILES	MT1-MMP act inh	SKN-1 inh	MsrA act	Neddyl block	Rin1-Abl PPI inh	MsrA inh	eLon inh	FAS-TE inh	CendR NRP1 mod
COc1ccc(CC(=O)c2ccc(OC)c(OC)c2C)cc1OC	0	-1	0	i	1	-0.6	1	-7	-16
CCOc1ccc2ccccc2c1/C=N/NC(=O)c1ccncc1	0	6	-7	i	-4	2.0	-5	0	-2
O=C(OCCOc1cccc(Cl)c1)c1ccc(F)c(S(=O)(=O)N2CCOCC2)c1	3	-2	-2	i	2	3.5	-4	24	5
CCc1ccc(N2C(=O)CN(Cc3ccccc3)C2=S)cc1	-1	3	-1	i	1	0.5	-8	10	1
Nc1nonc1C(=O)N1CCCCC1	0	-1	-3	i	0	1.4	-1	-4	3
Cc1ccc2c(c1)C1C[N+](C)(CC(=O)c3ccccc3)CCC1N2C(=O)c1ccccc1Cl (centres undefined)	-1	-1	-1	i	3	-0.1	-8	-2	5
CCCCNC(=S)NNC(=O)c1ccc2c(c1)OCO2	-1	9	-7	i	1	0.6	9	-7	1
CC(NC(=O)c1c(O)c2ccccc2[nH]c1=O)c1ccccc1 (centres undefined)	3	19	-1	i	0	0.7	-2	-2	19
Cc1ccc(Nc2nc(N)nc(CSCCO)n2)cc1	-3	-1	-5	i	-7	0.7	6	-4	9
Cc1ccc(SCC(=O)NC(C)c2ccccc2)cc1 (centres undefined)	-3	4	-2	i	3	-0.8	-4	0	12

Brought forward from above: two compounds, then new ones.
SMILES	MT1-MMP act inh	SKN-1 inh	MsrA act	Neddyl block	Rin1-Abl PPI inh	MsrA inh	eLon inh	FAS-TE inh	CendR NRP1 mod
Cc1ccc(Nc2nc(N)nc(CSCCO)n2)cc1	-3	-1	-5	i	-7	0.7	6	-4	9
Cc1ccc(SCC(=O)NC(C)c2ccccc2)cc1 (centres undefined)	-3	4	-2	i	3	-0.8	-4	0	12
O=C(CSc1ncnc2c1cnn2-c1ccc(Cl)cc1)NCc1ccc2c(c1)OCO2	1	11	0	i	0	1.5	0	0	3
Brc1nnc2n1-c1ccccc1Sc1ccccc1-2	-1	-6	-5	i	0	-0.9	-9	-5	10
CCOC(=O)c1c(NC(=O)CSc2ncnc3[nH]ncc23)sc2c1CCC(C)C2 (centres undefined)	-9	-12	-1	i	6	-0.8	-18	-25	6
COc1cccc(-n2cc(C(=O)O)c3ccccc3c2=O)c1	2	9	-2	i	-8	1.1	-3	-10	14
Cc1c2cnccc2c(C)c2c1oc1ccccc12	-9	18	0	x	3	-0.2	-5	12	-6
COc1cccc(COC(=O)c2ccc3c(=O)n4c(nc3c2)CCC4)c1OC	2	9	-4	i	1	0.4	-15	21	-4
CC(=O)NC(Cc1cccc(C)c1)C(=O)NC1CCN(C(=O)NCc2ccccc2)CC1 (centres undefined)	1	11	-2	i	-1	0.5	-1	-5	4
O=C(O)c1ccc(/C=C(\c2nc3ccccc3[nH]2)c2nc3ccccc3s2)cc1	-2	-7	-11	i	-1	5.4*	-1	-6	-31
CN1CCN(S(=O)(=O)c2cccc(C#N)c2)C(c2ccccc2)C1 (centres undefined)	-2	11	-1	i	-3	-0.5	-5	-3	-2
CCCCn1nnnc1C1(C)CCC(=O)N1CCOC (centres undefined)	3	10	0	i	x	-0.4	-8	-14	1

By substructure: the compounds so far with a COOH group.
SMILES	MT1-MMP act inh	SKN-1 inh	MsrA act	Neddyl block	Rin1-Abl PPI inh	MsrA inh	eLon inh	FAS-TE inh	CendR NRP1 mod
COc1cccc(-n2cc(C(=O)O)c3ccccc3c2=O)c1	2	9	-2	i	-8	1.1	-3	-10	14
O=C(O)c1ccc(/C=C(\c2nc3ccccc3[nH]2)c2nc3ccccc3s2)cc1	-2	-7	-11	i	-1	5.4*	-1	-6	-31

Next section
SMILES	MT1-MMP act inh	SKN-1 inh	MsrA act	Neddyl block	Rin1-Abl PPI inh	MsrA inh	eLon inh	FAS-TE inh	CendR NRP1 mod
Cc1[nH]c(=O)c(C#N)c(C)c1[N+](=O)[O-]	0	5	-5	i	-4	2.2	-2	-4	-5
O=C(Nc1nc2cc3c(cc2s1)OCO3)C1CC1	0	1	0	i	-3	0.1	-3	-4	-3
Cc1cnc(NC(=O)/C=C/c2ccc(Br)o2)s1	2	-4	-2	i	1	0.1	-3	-1	-8
CCOc1ccccc1NC(=O)NCCCCc1ccccc1	-2	6	-4	i	2	-0.3	-9	13	17
S=C(NCc1ccccc1Cl)Nc1ccccc1Cl	-3	-13	0	i	-3	0.6	6	4	-2
O=[N+]([O-])c1ccc(/C=N/Nc2ncc(Br)cn2)cc1	3	14	-3	i	-3	0.1	-9	-3	-20
CCN(CC)c1ccc(/C=N/NC(=O)CNC(=O)C2COc3ccccc3O2)c(O)c1 (centres undefined)	-2	0	-10	i	-1	5.2*	2	3	-6
CC1(C(=O)Nc2cccc(NS(C)(=O)=O)c2)Cc2c(-c3ccc(C(N)=O)cc3)ccnc2O1 (centres undefined)	-5	-14	-1	i	1	0.9	6	-7	-11
NC(c1ccc(F)c(F)c1)c1nc(-c2cc(F)cc(F)c2)cs1 (centres undefined)	0	-23	-2	i	-1	0.0	2	10	-2
CC(C)=CCSc1nnc(CCNC(=O)OC(C)(C)C)o1	0	10	-7	i	0	0.3	-4	-2	-8
OC[C@@H]1CN(Cc2cccs2)C[C@H](n2cnc3c(NC4CCCC4)ncnc32)O1	0	26	-4	i	1	-1.3	-9	-7	-20
CCOc1cc(/C=N/n2c(C)nc3ccccc3c2=O)ccc1O	6	6	-1	i	3	1.4	5	-7	5
N#Cc1c(Cn2cncn2)nc(=O)n(-c2ccc(Cl)cc2)c1N	0	13	-4	i	2	1.2	-1	-5	4
COc1ccccc1S(=O)(=O)N(C)C[C@H]1OCc2cn(nn2)CCCC(=O)N([C@H](C)CO)C[C@@H]1C	1	-1	-2	i	1	0.4	-7	-11	-6
C1CCC2(CC1)OCC1(CO2)COC2(CCCCC2)OC1	-4	8	-11	i	-1	-0.2	4	-7	3
CCOC(=O)c1c(C)[nH]c(C(=O)OCC(=O)Nc2ccc(OCC)cc2)c1C	8	-6	-11	i	-1	-0.2	-2	-11	2
O=C(CSc1nnc(-c2ccco2)o1)c1ccc([N+](=O)[O-])cc1	1	-2	1	i	2	1.0	4	10	-9
CC(C)(C)c1cc(CCC(=O)N2CCC2)cc(C(C)(C)C)c1O	-7	8	0	i	-3	-1.6	-10	-1	2
O=C1CCC(C(=O)OCC(=O)c2ccccc2)N1 (centres undefined)	-1	-7	4	i	0	0.5	-4	-7	-5
CCC(c1nnnn1Cc1ccc2c(c1)OCO2)N1CCN(c2ccc(F)cc2)CC1 (centres undefined)	4	36*	-1	i	0	-0.9	9	20	2

Compound profiles, as listed above. Order of screens: MT1-MMP act inh, SKN-1 inh, MsrA act, Neddyl block, Rin1-Abl PPI inh, MsrA inh, eLon inh, FAS-TE inh, CendR NRP1 mod
Results for CCC(c1nnnn1Cc1ccc2c(c1)OCO2)N1CCN(c2ccc(F)cc2)CC1 (centres undefined) → 4, 36*, -1, i, 0, -0.9, 9, 20, 2
Results for COc1ccccc1S(=O)(=O)N(C)C[C@H]1OCc2cn(nn2)CCCC(=O)N([C@H](C)CO)C[C@@H]1C → 1, -1, -2, i, 1, 0.4, -7, -11, -6
Results for CC(C)(C)c1cc(CCC(=O)N2CCC2)cc(C(C)(C)C)c1O → -7, 8, 0, i, -3, -1.6, -10, -1, 2

(continued)
SMILES	MT1-MMP act inh	SKN-1 inh	MsrA act	Neddyl block	Rin1-Abl PPI inh	MsrA inh	eLon inh	FAS-TE inh	CendR NRP1 mod
CN(C)Cc1c(C(=O)N/N=C/c2ccc(-c3ccccc3)cc2)nnn1-c1nonc1N	4	-16	-8	i	0	0.0	10	-2	11
C=CCSc1nc2c(c(=O)[nH]1)C(C(C)C)C(C#N)=C(N)O2 (centres undefined)	1	5	0	i	0	1.2	0	-1	-1
N#CCC(=O)NCCCc1ccccc1	0	-4	-6	i	-7	0.5	-7	-11	-3
C#CCN(C(=O)c1ccc(OC2CCN(Cc3ccccn3)CC2)cc1)C1CCCCC1	1	-1	2	i	1	-0.1	-6	-4	7
CCCCSc1nnc([C@@H](NC(=O)OC(C)(C)C)C(C)C)o1	3	6	-3	i	0	0.1	10	-2	1
CC1=C(C(=O)OCc2ccccc2)C(c2ccccc2Br)NC(=O)N1 (centres undefined)	0	18	-3	i	1	-0.6	2	19	-8
CCOc1cc(C)c(S(=O)(=O)Nc2ccc(F)cc2)cc1C	2	29	2	i	-5	0.7	11	24	5
CCOC(=O)C1(Cc2ccc(OC)cc2)CCN(C(=O)c2cc(C)nn2C)CC1	2	-3	-3	i	0	-0.9	1	-2	9
CNc1nc(SC)nc(N(C)C#N)n1	2	2	-2	i	0	0.2	-4	-6	5
O=C(O)CCCC(=O)NCc1c(Cl)cccc1Sc1ccc(Cl)cc1	0	9	2	i	-1	-0.3	3	0	-9
CCC1(c2ccccc2)NC(=O)N(CC(=O)Nc2ccc3c(c2)CCC3)C1=O (centres undefined)	8	3	-4	i	-1	1.4	-9	3	-4
COc1cccc(Nc2nnc(SCc3nc4ccccc4s3)s2)c1	-2	11	-4	i	-1	1.6	-7	17	-1
CC1CCCCN1C(=O)CSc1nnc(-c2cccnc2)o1 (centres undefined)	0	16	-5	i	1	-0.7	1	2	-3
COc1cc(OC)cc(C(=O)NCCSCc2ccc(Cl)cc2)c1	3	3	-3	i	3	-2.1	2	17	8
CCN(c1ccccc1)S(=O)(=O)c1cccc(C(=O)O)c1	0	-13	-12	i	3	-0.6	3	-11	10
Cc1ccccc1NS(=O)(=O)c1ccc(S(=O)(=O)N2CCCC2)cc1	2	19	-4	i	2	3.1	-3	-3	5
CCOC(=O)N(C)c1c(CC)nc2c(OCCC3CCCCC3)cccn12	2	1	0	i	2	0.6	-6	-4	0
CC(OC(=O)c1ccc2ccccc2c1)C(=O)N(C)Cc1ccccc1 (centres undefined)	7	-19	-6	i	1	-0.6	-5	21	0
Cc1ccc2c(c1)C(c1ccc([N+](=O)[O-])cc1)=NNC(c1ccc(Br)cc1)=N2	15	8	0	i	-5	0.0	1	26	2
O=C(O/N=C\c1ccc(N2CCCCC2)c([N+](=O)[O-])c1)c1cccc(Cl)c1	3	26	1	i	2	1.4	3	23	0
O=C(c1ccc(F)cc1F)N1CCCC(c2nc(-c3cccs3)no2)C1 (centres undefined)	7	4	-12	i	0	2.2	0	-11	10
COCCNc1ncnc2c1ncn2[C@H]1CN(Cc2ccc(OC)cc2)C[C@@H](CO)O1	0	3	-6	i	-1	1.2	-6	-10	8
COc1ccc(/C=C2/SC(=S)N(Cc3ccccc3)C2=O)cc1O	7	0	-2	i	3	1.0	-12	16	-16
O=C(Cc1nn[nH]n1)Nc1ccc(F)cc1F	3	-6	-7	i	-1	-0.3	-4	-3	-1
CCOC(=O)N1CCN(C(=O)c2ccc(N(Cc3ccccc3)S(C)(=O)=O)cc2)CC1	-6	-4	-2	i	0	-0.1	-5	-8	-10
